Screening data deposited in PubChem BioAssay by several laboratories.
CHRM5 PAM – CHRM5 positive allosteric modulation. activation, % at 3 µM. 360,000 compounds, 0.3% hits. CHO-K1 hM5, Fluo-8 calcium, ACh EC20 PAM; 0% = ACh EC20, 100% = ACh EC100. P08912;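 active = activation above the run cutoff, the mean activation of all test compounds plus 3 SD, cut at about 18% in these data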
Target sequence (P08912 whole entry, looked up): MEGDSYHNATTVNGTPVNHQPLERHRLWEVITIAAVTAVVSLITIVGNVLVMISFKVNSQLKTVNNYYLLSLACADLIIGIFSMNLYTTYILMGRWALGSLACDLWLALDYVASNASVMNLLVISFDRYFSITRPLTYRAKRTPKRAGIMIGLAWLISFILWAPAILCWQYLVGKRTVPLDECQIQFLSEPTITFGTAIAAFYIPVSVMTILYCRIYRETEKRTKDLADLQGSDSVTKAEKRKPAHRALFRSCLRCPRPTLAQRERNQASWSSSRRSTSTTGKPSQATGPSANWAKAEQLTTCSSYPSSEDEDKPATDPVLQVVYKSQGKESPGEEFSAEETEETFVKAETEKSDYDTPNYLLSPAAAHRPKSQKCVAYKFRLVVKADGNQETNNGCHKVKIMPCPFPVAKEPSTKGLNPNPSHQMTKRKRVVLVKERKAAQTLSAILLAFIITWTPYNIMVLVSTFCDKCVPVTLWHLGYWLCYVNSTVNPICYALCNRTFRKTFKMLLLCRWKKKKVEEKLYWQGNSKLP
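System – CHO-K1 hM5 cells · Compound – 3 µM, single dose · Incubation – compound preincubation 140 s before EC20 acetylcholine addition · Technique – Fluo-8 calcium fluorescence · Measure – Max/basal fluorescence ratio as % of EC20–EC100 ACh window · Benchmarks – low control EC20 acetylcholine (0%), high control EC100 acetylcholine (100%) · Replication – singlicate, one well per test compound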
M4 antag – CHRM4 antagonism in calcium assay; P08173; CHO-hM4 cells, ACh EC80, Fluo-8 calcium fluorescence; inhibition, % at 3 µM; 360,000 compounds, 0.73% hits; AID 624125;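 active = inhibition above its plate's cutoff, the mean inhibition of sample wells plus 3 SD, cut at about 27% in these data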;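 note: 0% = acetylcholine EC80 with DMSO and 100% = DMSO without agonist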
CHRM4 PAM – CHRM4 positive allosteric modulation. P08173. CHO-K1 hM4/Gqi5, Fluo-8 calcium fluorescence, ACh EC20; 0% = ACh EC20, 100% = maximal ACh. activation, % at 3 µM. 360,000 compounds, 0.4% hits. AID 624126;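 active = activation above its plate's cutoff, the mean activation of sample wells plus 3 SD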; note: some results filed as inactive read as strong as hits
M5 ag – agonists of human muscarinic M5 receptor (CHRM5). 360,000 compounds, 0.19% hits. P08912. CHO-K1 hM5 cells, Fluo-8 calcium fluorescence; 0% DMSO wells, 100% maximal acetylcholine response. AID 624037. activation, % at 3 µM;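 active = activation above the run's mean over test compounds plus 3 SD, cut at about 23% in these data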;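 note: signal is peak over basal fluorescence ratio across the kinetic read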
CRFR2-BP ag – agonists of human CRF-binding protein/CRF-R2 receptor complex; HEK293 CRF-R2/CRF-BP, calcium dye fluorescence (FLIPR); percent of saturating CRF peptide response; activation, % at 13.2 µM; 350,000 compounds, 0.46% hits; AID 588473;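 active = activation of at least 50%, plus an integration ratio under a set limit after plate pattern correction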;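 note: plate controls were neutral control wells without compound for no effect and CRF at EC100 for full effect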
CHRM4 agonist – CHRM4 agonism in calcium assay; CHO-K1 hM4/Gqi5, Fluo-8 calcium fluorescence; vehicle 0%, full acetylcholine response 100%; 360,000 compounds, 0.14% hits; activation, % at 3 µM; AID 624127; P08173;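 active = activation above the run mean over all test wells plus 3 SD, cut at about 32% in these data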;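 note: peak over basal fluorescence ratio per well then scaled between controls; 0% = DMSO wells and 100% = acetylcholine at EC100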
CRFBP-R2 block – CRF-BP/CRF-R2 complex antagonism; HEK293 CRF-R2/CRF-BP, CRF-induced calcium fluorescence; inhibition, % at 11.8 µM; 350,000 compounds, 0.59% hits;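 active = inhibition of the ligand-induced calcium signal above about 50% at the single tested concentration, limit read from the data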
M1 PAM – potentiates human M1 receptor response to acetylcholine. P11229. CHO-K1 hM1, Fluo-8 calcium fluorescence, ACh EC20; 0% = ACh EC20, 100% = maximal ACh. activation, % at 3 µM. 360,000 compounds, 0.088% hits. AID 588819; in the data active = activation above about 19%, passing the limit was not always enough
Target sequence (P11229 whole entry, looked up): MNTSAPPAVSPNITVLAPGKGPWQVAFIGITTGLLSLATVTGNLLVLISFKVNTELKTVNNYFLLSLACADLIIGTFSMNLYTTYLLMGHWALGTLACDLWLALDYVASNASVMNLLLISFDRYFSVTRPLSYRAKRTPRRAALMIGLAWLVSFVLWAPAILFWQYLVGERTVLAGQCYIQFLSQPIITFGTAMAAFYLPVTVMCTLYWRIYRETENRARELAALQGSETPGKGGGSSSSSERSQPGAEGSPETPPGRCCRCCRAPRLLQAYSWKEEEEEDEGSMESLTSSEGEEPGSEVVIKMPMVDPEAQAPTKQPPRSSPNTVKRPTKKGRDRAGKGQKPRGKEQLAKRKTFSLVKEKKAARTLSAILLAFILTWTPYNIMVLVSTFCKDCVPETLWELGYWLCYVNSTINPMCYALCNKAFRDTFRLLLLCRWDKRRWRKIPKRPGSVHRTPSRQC
CHRM5 antagonist – antagonists of human muscarinic M5 receptor (CHRM5); P08912; CHO-hM5 cells, Fluo-8 calcium fluorescence, ACh EC80; inhibition, % at 3 µM; 360,000 compounds, 0.59% hits; AID 624040;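 active = inhibition above a per-plate cutoff, the mean of that plate's test compounds plus 3 SD, cut at about 27% in these data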;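 note: 0% = acetylcholine EC80 with DMSO and 100% = DMSO without agonist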
An asterisk follows results filed as active; nt = no result given.

CHRM5 PAM | M4 antag | CHRM4 PAM | structure | M5 ag | CRFR2-BP ag | CHRM4 agonist | CRFBP-R2 block | M1 PAM | CHRM5 antagonist
5 | 2 | -1 | O=C(O)/C=C/c1ccc(S(=O)(=O)Nc2ccc3[nH]c(=O)[nH]c3c2)cc1 | 1 | 0.8 | 1 | 4 | 7 | -1
-2 | -3 | 4 | Cc1oc(-c2ccccc2F)nc1CS(=O)(=O)CC(=O)N1CCOCC1 | 1 | 8.1 | 1 | -3 | 10 | 0
3 | 4 | 3 | COc1cc(C(=S)N2CCN(C)CC2)ccc1OCC(=O)NCc1ccccc1 | -3 | -0.8 | 1 | -19 | 8 | 6
-1 | -3 | -4 | COc1ccc(-n2c(=O)[nH]cc(C(=O)Nc3ccc4c(c3)OCCO4)c2=O)cc1OC | -2 | 2.0 | 0 | -5 | -2 | 7
-4 | -2 | -6 | N#CCCSc1nc(N2CCOCC2)c2c(c1C#N)CCCC2 | -1 | -2.8 | 2 | -18 | 2 | -3
5 | 9 | 2 | CCOC(=O)c1c(N2C(=O)C=CC2=O)sc(C)c1C | -1 | -1.1 | 0 | 14 | 1 | -3
-8 | -12 | -7 | Cc1ccc(NC(=S)NC(=O)C2CCCCC2)c(Br)c1 | -4 | 4.9 | 0 | -18 | -14 | 8
3 | 3 | 3 | CC(=O)C1=C(O)C(=O)N(Cc2ccco2)C1c1ccc2c(c1)OCO2 (stereo not given) | 4 | -0.2 | 1 | -7 | 2 | 7
-10 | 11 | 2 | COc1ccc(NC(C)=O)cc1S(=O)(=O)N(C)Cc1c(C)nn(-c2ccccc2)c1C | 6 | 0.9 | 2 | -10 | 8 | 10
4 | -2 | -3 | Cc1ccc(S(=O)(=O)N(CC(=O)N2CCOCC2)c2ccccc2F)cc1 | 1 | 0.7 | 3 | -3 | 10 | -2
-6 | 11 | -1 | CCN(CC)C(=S)NC(=O)c1cccnc1 | -3 | -1.8 | 0 | -2 | 13 | 15
-3 | 8 | -2 | CCOC(=O)COc1nc(OC)nc(N2CCOCC2)n1 | 0 | -0.5 | 0 | 15 | 10 | 3
-1 | -2 | -6 | O=C(NC(=S)Nc1ccc(-c2ccc(CO)o2)cc1)c1cccs1 | 2 | 2.1 | 1 | 10 | -4 | 16
-2 | -1 | -7 | COc1ccc(C2N=C(N)N=C(N)N2c2ccc(C)cc2)cc1 (stereo not given) | -6 | 0.1 | 0 | -7 | 6 | 1
-2 | -15 | 8 | CC(C)CCn1c(O)c(N=Nc2ccccn2)c2ccccc21 | 1 | -0.4 | -2 | -26 | 9 | -1
-18 | -6 | -12 | Cc1noc(C)c1C(=O)N1CCCC(C(=O)c2cccc(OC(C)C)c2)C1 (stereo not given) | 0 | -1.3 | 17 | 5 | -6 | 19
-5 | 10 | -1 | O=C(O)c1ccc(S(=O)(=O)NCC2CCCCC2)cc1 | -2 | -1.0 | 2 | 7 | 1 | 8
4 | -1 | -2 | O=C(CCC(=O)OCC(=O)c1ccc(Br)cc1)Nc1ccc(Br)c2cccnc12 | 0 | 2.9 | -1 | 20 | 0 | 1
2 | -7 | 15 | COc1cc2c(cc1OC)CN(CC(=O)Nc1ccc(C)cc1)CC2 | -1 | 0.5 | 0 | 5 | 7 | -6
-1 | 2 | -3 | CCn1cc(C(=O)NCc2ccccc2Cl)cn1 | 2 | 2.5 | 1 | 2 | 4 | 5
1 | -2 | 9 | COc1ccc(-c2nc3c(c4nnc(SC(C)C(=O)Nc5ccc(C)cc5)n24)COC(C)(C)C3)cc1 (stereo not given) | 1 | -0.8 | 1 | 0 | -5 | 0
2 | 2 | 5 | CC1CC(C)CN(c2ncnc3c2cnn3Cc2ccc(Cl)cc2)C1 (stereo not given) | 0 | 2.2 | -2 | -39 | 3 | -4
3 | -18 | 5 | CC1(C(=O)NS(=O)(=O)c2ccc(Cl)cc2)CCN1C(=O)Cc1cccc2ccccc12 (stereo not given) | -1 | nt | 0 | nt | 5 | -2
-7 | 1 | 2 | COc1cccc(CC(=O)n2nc(N)c3cc4ccc(OC)cc4nc32)c1 | 2 | -1.0 | 1 | 12 | 12 | 4

In a second layout: entries from further up
SMILES	CHRM5 PAM	M4 antag	CHRM4 PAM	M5 ag	CRFR2-BP ag	CHRM4 agonist	CRFBP-R2 block	M1 PAM	CHRM5 antagonist
CCOC(=O)COc1nc(OC)nc(N2CCOCC2)n1	-3	8	-2	0	-0.5	0	15	10	3
O=C(NC(=S)Nc1ccc(-c2ccc(CO)o2)cc1)c1cccs1	-1	-2	-6	2	2.1	1	10	-4	16
COc1ccc(C2N=C(N)N=C(N)N2c2ccc(C)cc2)cc1 (stereo not given)	-2	-1	-7	-6	0.1	0	-7	6	1
CC(C)CCn1c(O)c(N=Nc2ccccn2)c2ccccc21	-2	-15	8	1	-0.4	-2	-26	9	-1
Cc1noc(C)c1C(=O)N1CCCC(C(=O)c2cccc(OC(C)C)c2)C1 (stereo not given)	-18	-6	-12	0	-1.3	17	5	-6	19
O=C(O)c1ccc(S(=O)(=O)NCC2CCCCC2)cc1	-5	10	-1	-2	-1.0	2	7	1	8
O=C(CCC(=O)OCC(=O)c1ccc(Br)cc1)Nc1ccc(Br)c2cccnc12	4	-1	-2	0	2.9	-1	20	0	1
COc1cc2c(cc1OC)CN(CC(=O)Nc1ccc(C)cc1)CC2	2	-7	15	-1	0.5	0	5	7	-6
CCn1cc(C(=O)NCc2ccccc2Cl)cn1	-1	2	-3	2	2.5	1	2	4	5
COc1ccc(-c2nc3c(c4nnc(SC(C)C(=O)Nc5ccc(C)cc5)n24)COC(C)(C)C3)cc1 (stereo not given)	1	-2	9	1	-0.8	1	0	-5	0

Carrying on.
CHRM5 PAM | M4 antag | CHRM4 PAM | structure | M5 ag | CRFR2-BP ag | CHRM4 agonist | CRFBP-R2 block | M1 PAM | CHRM5 antagonist
4 | 13 | -8 | CCOC(=O)C(c1ccccc1)C(Nc1ccc(Cl)c(Cl)c1)c1ccccn1 (stereo not given) | 2 | 0.1 | -1 | 8 | 4 | -6
11 | -4 | 4 | C/C(=N/NC(=O)CC(=O)N/N=C(\C)c1ccc([N+](=O)[O-])cc1)c1ccc([N+](=O)[O-])cc1 | -3 | -1.2 | 1 | 7 | 3 | -5
-10 | 13 | 0 | O=C(CN1CCN(c2ccc([N+](=O)[O-])cc2)CC1)Nc1ccccn1 | 2 | -1.7 | 7 | 15 | -5 | 10
-2 | 7 | -2 | COC(=O)Cn1c(C(O)c2ccccc2)nc2ccccc21 (stereo not given) | 2 | 0.8 | 0 | -4 | 2 | -13
-5 | -10 | 14 | CC1CC(C)CN(S(=O)(=O)c2ccc(C(=O)NNC(=O)c3ccccc3F)cc2)C1 (stereo not given) | 5 | -0.7 | 1 | -12 | 2 | 0
6 | -12 | 0 | Cc1ccc(NC(=O)CCc2ccc(C)o2)cc1 | -3 | 0.2 | 0 | 5 | 8 | -2
-5 | 2 | 7 | CN(Cc1ccccc1)C(NC(=O)c1ccccc1)C(Cl)(Cl)Cl (stereo not given) | -3 | -3.8 | 1 | 9 | 9 | 7
-3 | 5 | -6 | Cc1cc(C)c2nc(-c3ccccn3)cc(C(=O)NCCc3ccc(S(N)(=O)=O)cc3)c2c1 | 2 | -0.6 | 2 | 6 | -7 | 2
0 | 1 | 9 | O=c1ccc(-c2ccccc2)n[nH]1 | 2 | -1.6 | 2 | 2 | 8 | 3
1 | 5 | 0 | Cc1nc2cc(S(=O)(=O)N(C)C)ccc2n1-c1ccccc1 | 2 | -0.9 | 1 | -24 | 6 | 4
1 | 0 | 20 | Cc1nc2ccc(NC(=O)N3CCSCC3)cc2nc1C | 4 | -2.8 | 1 | 20 | 8 | -5
2 | 0 | 8 | O=C(c1ccccc1)N1CCN(CC2CC=CCC2)CC1 (stereo not given) | -5 | -1.7 | 1 | -1 | 7 | -1
-1 | 2 | -2 | CCOC(=O)c1cnc2ccc(OCC)cc2c1NCCN1CCOCC1 | -3 | -0.7 | 0 | -20 | -3 | 5
-3 | -3 | 9 | CCOc1ccc(C(=O)Nc2ccc(NC(=S)NC(=O)CC)cc2)cc1Cl | -1 | -0.3 | 0 | -2 | 5 | -4
-3 | 3 | -1 | O=C(CCNS(=O)(=O)c1ccccc1)N1CCOCC1 | -3 | 4.0 | 1 | 10 | 5 | -7
-2 | -2 | 5 | O=C(Nc1ccccc1F)c1csc([C@@H]2C[C@H](O)[C@@H](CO)O2)n1 | 1 | nt | 1 | nt | 15 | 7
1 | -21 | 1 | COc1ccc(-c2cc3nc(C)cc(N4CCN(C(=O)c5ccoc5)CC4)n3n2)cc1 | 0 | 0.5 | 5 | 3 | 11 | 5
1 | 4 | 0 | Cc1[nH]c(=O)[nH]c(=O)c1S(=O)(=O)NCC12CC3CC(CC(C3)C1)C2 | 1 | 0.7 | 0 | -21 | 7 | -2
9 | -7 | 1 | COC(=O)c1ccc2nc(-c3cccc(Cl)c3)c(Cc3ccsc3)n2c1 | -1 | nt | -1 | nt | 8 | -14
3 | 4 | 2 | CCC(C(=O)NC1CCCC1)N(C(=O)Cn1nnc(-c2ccc(C)o2)n1)c1ccc(OC)cc1 (stereo not given) | -2 | -0.3 | 0 | -12 | 10 | 5
-4 | -1 | 2 | Cc1c(C(=O)Nc2ccc3c(c2)OCO3)sc2ncn(CC(=O)N3CC(C)CC(C)C3)c(=O)c12 (stereo not given) | -3 | 0.6 | 2 | -6 | -3 | 3
-9 | -4 | -4 | CCS(=O)(=O)N1Cc2ccccc2CC1C(=O)NCCc1ccccc1 (stereo not given) | -1 | 3.2 | 15 | 11 | 3 | 12
-4 | -5 | -3 | COc1cccc(-c2nn(C)c3sc(C(=O)Nc4ccc5c(c4)OCCO5)cc23)c1 | -12 | 0.6 | 1 | 13 | -1 | -2
6 | -9 | -4 | CCOC(=O)c1cnc(SCC(=O)Nc2nnc(CC)s2)nc1N | 3 | -3.8 | 1 | -27 | 2 | -6
10 | -5 | 5 | CN1CCN(c2nc(-c3ccccc3)nc(-c3ccccc3)c2C#N)CC1 | 2 | 1.7 | 2 | -29 | 2 | -18
2 | -8 | 8 | COc1ccc2nc(NNC(=O)C3COc4ccccc4O3)sc2c1 (stereo not given) | 0 | -2.9 | 1 | 8 | 4 | 2
-9 | 0 | 1 | CCN(CC)c1ccc(/C=N/Nc2nc(C)cc(=O)[nH]2)c(O)c1 | -3 | -1.6 | 1 | 7 | 2 | 13

Reprinted at random: 2 entries already listed
CHRM5 PAM | M4 antag | CHRM4 PAM | structure | M5 ag | CRFR2-BP ag | CHRM4 agonist | CRFBP-R2 block | M1 PAM | CHRM5 antagonist
2 | -8 | 8 | COc1ccc2nc(NNC(=O)C3COc4ccccc4O3)sc2c1 (stereo not given) | 0 | -2.9 | 1 | 8 | 4 | 2
-4 | -1 | 2 | Cc1c(C(=O)Nc2ccc3c(c2)OCO3)sc2ncn(CC(=O)N3CC(C)CC(C)C3)c(=O)c12 (stereo not given) | -3 | 0.6 | 2 | -6 | -3 | 3
